TEAD-YAP inh = TEAD-YAP interaction inhibition; HEK-TIYL cells, TEAD-Gal4/YAP UAS-luciferase luminescence; inhibition, % at 9.12 µM; 1.4% of 640,000 active; in the data active = inhibition above about 32%;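 note: 0% = median of test compound wells and 100% = reference inhibitor wells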
FBW7 act = human FBW7 E3 ligase activation, primary screen; AlphaScreen FBW7–phospho-cyclin E peptide binding, activator screen; 0.13% of 650,000 active; AID 1259310; normalized activity (activation), % at 26.1 µM; Q969H0; in the data active = normalized activity above about 1.9%;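 note: purified mutant Fbw7 with reduced substrate affinity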
MITF primary = human MITF inhibition, primary screen; AlphaScreen MITF homodimerization, bead proximity signal; inhibition, % at 2.6 µM; 0.91% of 650,000 active; O75030; in the data active = inhibition above about 50%;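 note: 0% = vehicle wells with protein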
Target sequence (O75030 whole entry, looked up): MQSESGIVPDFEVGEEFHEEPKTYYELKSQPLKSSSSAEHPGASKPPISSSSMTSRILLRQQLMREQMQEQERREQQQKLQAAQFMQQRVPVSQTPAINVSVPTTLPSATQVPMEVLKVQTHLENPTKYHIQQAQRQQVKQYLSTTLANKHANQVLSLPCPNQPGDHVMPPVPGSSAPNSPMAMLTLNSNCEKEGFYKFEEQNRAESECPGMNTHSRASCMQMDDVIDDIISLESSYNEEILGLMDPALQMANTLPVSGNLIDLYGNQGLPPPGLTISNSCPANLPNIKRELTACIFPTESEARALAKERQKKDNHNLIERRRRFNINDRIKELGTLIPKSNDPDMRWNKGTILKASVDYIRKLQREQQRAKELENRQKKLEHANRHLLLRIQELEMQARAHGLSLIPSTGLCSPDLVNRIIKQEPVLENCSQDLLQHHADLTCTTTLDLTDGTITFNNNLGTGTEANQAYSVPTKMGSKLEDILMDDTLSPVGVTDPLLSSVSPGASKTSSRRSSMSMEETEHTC
GPR151 ag = human GPR151 activation; Q8TDV0; PathHunter beta-arrestin GPR151 cells, luminescence; activation, % at 11.2 µM; 1% of 650,000 active; in the data active = activation above about 4.9%;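 note: 0% = median of compound wells and 100% = cells with positive control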
Target sequence (Q8TDV0 whole entry, looked up): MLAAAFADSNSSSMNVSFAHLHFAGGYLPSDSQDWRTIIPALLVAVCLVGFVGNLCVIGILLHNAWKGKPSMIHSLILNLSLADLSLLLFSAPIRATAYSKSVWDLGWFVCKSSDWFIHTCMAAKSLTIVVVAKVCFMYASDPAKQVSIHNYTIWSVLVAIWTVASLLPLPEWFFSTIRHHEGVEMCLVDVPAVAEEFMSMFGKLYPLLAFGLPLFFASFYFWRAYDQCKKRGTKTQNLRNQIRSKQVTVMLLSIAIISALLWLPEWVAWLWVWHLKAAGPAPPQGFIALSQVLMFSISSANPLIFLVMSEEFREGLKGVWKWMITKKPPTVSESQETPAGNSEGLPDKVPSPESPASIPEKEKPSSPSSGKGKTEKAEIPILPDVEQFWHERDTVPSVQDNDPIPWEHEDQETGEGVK
Active calls of the source: *.

How did O=C1CC(c2cccc(O)c2)c2cc3c(cc2N1)OCO3 (stereo not drawn) do in these assays?
TEAD-YAP inh: 14; FBW7 act: -0.2; MITF primary: -3; GPR151 ag: 0.2

What do the screens show for `CCCCNC(=O)CSc1nc2cc3c(cc2c(=O)n1Cc1ccco1)OCO3`?
TEAD-YAP inh: 0; FBW7 act: 0.0; MITF primary: -5; GPR151 ag: -0.3

How did COc1ccc(C(=O)NCCn2cc(SCC(=O)NC3CCCC3)c3ccccc32)cc1OC do in these assays?
TEAD-YAP inh: -5; FBW7 act: -0.1; MITF primary: 2; GPR151 ag: 1.4

What do the screens show for `O=C1/C(=C/c2ccc([N+](=O)[O-])cc2)SC(=S)N1CCS(=O)(=O)O`?
TEAD-YAP inh: -8; FBW7 act: -0.4; MITF primary: -3; GPR151 ag: 0.3

How did O=c1c2ccccc2c(C=NCCO)c(O)n1-c1ccccc1C(F)(F)F do in these assays?
TEAD-YAP inh: 5; FBW7 act: 0.8; MITF primary: 1; GPR151 ag: 0.2

How did CCN1C(=O)NC(c2cccc([N+](=O)[O-])c2)C(C(=O)OC)=C1C (stereo not drawn) do in these assays?
TEAD-YAP inh: 0; FBW7 act: -0.1; MITF primary: 7; GPR151 ag: 1.5

How did Cn1cccc1CC(=O)N/N=C/c1cccc(F)c1 do in these assays?
TEAD-YAP inh: -4; FBW7 act: -0.2; MITF primary: 2; GPR151 ag: 0.1

Results for O=S(=O)(Cc1ccccc1)c1nnnn1-c1ccccc1Cl ?
TEAD-YAP inh: 16; FBW7 act: 0.6; MITF primary: 6; GPR151 ag: -2.3

How did Cc1cn2c(=O)c(C(=O)Nc3ccc(Br)cc3F)cnc2s1 do in these assays?
TEAD-YAP inh: -12; FBW7 act: 0.0; MITF primary: 8; GPR151 ag: 1.1

Results for CCOC(=O)N1CCN(C(=S)NCCOC)CC1 ?
TEAD-YAP inh: 2; FBW7 act: 0.0; MITF primary: 8; GPR151 ag: -1.4

Results for O=C(NC1CCCC1)c1cccn2c(=O)c3cc(Cl)ccc3nc12 ?
TEAD-YAP inh: 12; FBW7 act: 0.0; MITF primary: -2; GPR151 ag: 0.0

What do the screens show for `O=C(CSc1ccccc1)NCCCN1CCOCC1`?
TEAD-YAP inh: -5; FBW7 act: 0.5; MITF primary: 16; GPR151 ag: 1.8

What do the screens show for `O=C(NCC1CCCO1)c1ccc(CS(=O)(=O)c2cccc(C(F)(F)F)c2)o1` (stereo not drawn)?
TEAD-YAP inh: 7; FBW7 act: 0.1; MITF primary: 10; GPR151 ag: 0.0

How did COCCn1c(=O)[nH]c2cc(C(=O)NCc3cccnc3)ccc2c1=O do in these assays?
TEAD-YAP inh: -2; FBW7 act: 0.0; MITF primary: 8; GPR151 ag: -0.2

What do the screens show for `O=C(NC(CO)C(=O)O)c1cncc(O)c1` (stereo not drawn)?
TEAD-YAP inh: 5; FBW7 act: -0.1; MITF primary: -5; GPR151 ag: -1.2

Results for Oc1[nH]c2ccccc2c1C1=NCCCCC1 ?
TEAD-YAP inh: 7; FBW7 act: 0.2; MITF primary: 3; GPR151 ag: 1.4

Results for CN(C)c1cccc(Nc2ncc(C(=O)NCCOc3ccccc3)s2)c1 ?
TEAD-YAP inh: -4; FBW7 act: 0.0; MITF primary: 8; GPR151 ag: -1.7

How did CCNc1nc(NCC)n2c(SCC(=O)Nc3ccc(C)cc3C)nnc2n1 do in these assays?
TEAD-YAP inh: 12; FBW7 act: 0.2; MITF primary: -4; GPR151 ag: 1.6

What do the screens show for `COc1cc(S(N)(=O)=O)c(OC)cc1N`?
TEAD-YAP inh: 5; FBW7 act: 0.0; MITF primary: 1; GPR151 ag: 0.3

Results for O=C(Cc1ccccc1)NC1CCC(NC(=O)Cc2ccccc2)CC1 (stereo not drawn) ?
TEAD-YAP inh: 1; FBW7 act: -0.1; MITF primary: 13; GPR151 ag: -0.4

How did Cc1cccc2nc3c(c(=O)n12)CN(C(=O)CC(C)C)CC3 do in these assays?
TEAD-YAP inh: 3; FBW7 act: 0.1; MITF primary: 10; GPR151 ag: -0.3

Results for O=C(O)CCC(=O)n1cnc2ccccc21 ?
TEAD-YAP inh: 9; FBW7 act: 0.1; MITF primary: 10; GPR151 ag: -1.8

Results for O=C(NC1CCCCCC1)c1cccc(I)c1 ?
TEAD-YAP inh: -46; FBW7 act: 0.2; MITF primary: 3; GPR151 ag: 0.4

Results for Cc1nc(-c2ccccc2)nc2[nH]c(=O)c(-c3ccccc3)c(C)c12 ?
TEAD-YAP inh: -6; FBW7 act: -0.1; MITF primary: -2; GPR151 ag: 1.4

How did CC(=O)NN1C(=O)CSC1=S do in these assays?
TEAD-YAP inh: 4; FBW7 act: -0.1; MITF primary: -5; GPR151 ag: 0.3

What do the screens show for `CCCCCCC1C(C#N)=C(N)OC2=C1C(=O)CC(C)(C)C2` (stereo not drawn)?
TEAD-YAP inh: 4; FBW7 act: 0.0; MITF primary: -10; GPR151 ag: -0.5

How did CCOC(=O)c1nn2c(C(F)(F)F)cc(-c3ccc(Br)o3)nc2c1Br do in these assays?
TEAD-YAP inh: -3; FBW7 act: 1.4; MITF primary: 13; GPR151 ag: 0.9

What do the screens show for `CCCCC1CCC(C(=O)Nc2nnc(SCC(=O)NCC3CCCO3)s2)CC1` (stereo not drawn)?
TEAD-YAP inh: -3; FBW7 act: 0.0; MITF primary: -12; GPR151 ag: 1.1

Results for Cc1cc(C(F)(F)F)n2nc(C(=O)N3CCCC(c4ccnc5ncnn45)C3)cc2n1 (stereo not drawn) ?
TEAD-YAP inh: -3; FBW7 act: 0.0; MITF primary: 1; GPR151 ag: 1.2

How did CCOc1ccccc1/C=C(\C#N)c1nc(-c2cc3cc(Br)ccc3oc2=O)cs1 do in these assays?
TEAD-YAP inh: 8; FBW7 act: 0.3; MITF primary: 12; GPR151 ag: 0.4

What do the screens show for `COc1ccc(CNC(=O)CSc2nc(C)nc3sc(C)c(C)c23)cc1`?
TEAD-YAP inh: -5; FBW7 act: -0.1; MITF primary: 8; GPR151 ag: 0.7

How did COCCNC(CC(=O)Nc1ccccc1)C(=O)O (stereo not drawn) do in these assays?
TEAD-YAP inh: 5; FBW7 act: 0.1; MITF primary: 18; GPR151 ag: -0.6

What do the screens show for `Cc1cccc(C)c1NC(=O)C(c1ccccc1)N1CC(C)CC(C)C1` (stereo not drawn)?
TEAD-YAP inh: 6; FBW7 act: -0.1; MITF primary: -1; GPR151 ag: 0.8

How did Cc1cccc(-c2noc(CNC(=O)CSc3ccccc3)n2)c1 do in these assays?
TEAD-YAP inh: 15; FBW7 act: 0.6; MITF primary: 6; GPR151 ag: -0.5

What do the screens show for `COc1cccc(C(=O)N2CCN(C3CCC(C)CC3)CC2)c1OC` (stereo not drawn)?
TEAD-YAP inh: -7; FBW7 act: -0.2; MITF primary: 20; GPR151 ag: -0.7

How did CCCCN(C)C(=O)c1sc2ncn(C)c(=O)c2c1C do in these assays?
TEAD-YAP inh: 5; FBW7 act: 0.4; MITF primary: 16; GPR151 ag: -1.4

How did Cc1ccccc1Nc1nc(N)nc(COC(=O)CCS(=O)(=O)c2ccccc2)n1 do in these assays?
TEAD-YAP inh: -15; FBW7 act: -0.2; MITF primary: -9; GPR151 ag: 0.8

How did O=C(NCc1ccco1)C1CCCN(S(=O)(=O)c2cnc[nH]2)C1 (stereo not drawn) do in these assays?
TEAD-YAP inh: 5; FBW7 act: 0.6; MITF primary: 2; GPR151 ag: -0.9

What do the screens show for `Cc1ccc(C(=O)N/C(=C\c2ccc3c(c2)OCO3)C(=O)NC(C)C(=O)O)cc1` (stereo not drawn)?
TEAD-YAP inh: 1; FBW7 act: -0.1; MITF primary: 2; GPR151 ag: 2.1

Results for CCN1CCN(c2c(Cl)cccc2NC(=O)c2ccccc2)CC1 ?
TEAD-YAP inh: 2; FBW7 act: 0.9; MITF primary: 24; GPR151 ag: -0.9

How did Cc1ccccc1CN1CCc2c(OCC(=O)Nc3ccc4c(c3)OCCO4)cccc2C1=O do in these assays?
TEAD-YAP inh: -3; FBW7 act: 0.1; MITF primary: 0; GPR151 ag: 1.9

How did CCCCNC(=O)c1cc(S(=O)(=O)N2CCCCC2)ccc1F do in these assays?
TEAD-YAP inh: -19; FBW7 act: 0.0; MITF primary: -3; GPR151 ag: -0.3

What do the screens show for `CCCC(=O)OCCNc1cc(SCc2ccco2)c2nonc2c1[N+](=O)[O-]`?
TEAD-YAP inh: -1; FBW7 act: -0.5; MITF primary: 21; GPR151 ag: 0.1

How did CC(C)c1nnc(C2CCN(Cc3ccc(Cl)cc3Cl)CC2)o1 do in these assays?
TEAD-YAP inh: 3; FBW7 act: 0.0; MITF primary: -9; GPR151 ag: 0.9

What do the screens show for `CCc1ccc(C(=O)COC(=O)c2ccccc2OC)cc1`?
TEAD-YAP inh: -4; FBW7 act: 0.2; MITF primary: 3; GPR151 ag: -0.9

Results for COc1cc2ccccc2cc1C(=O)Nc1cccc(-c2nc3cc(C)c(C)cc3o2)c1 ?
TEAD-YAP inh: 25; FBW7 act: 0.0; MITF primary: -1; GPR151 ag: 1.0

Results for CCN(CC)C(=O)C1Sc2nnc(-c3ccccc3)n2NC1c1ccc(F)cc1 (stereo not drawn) ?
TEAD-YAP inh: 10; FBW7 act: 0.2; MITF primary: 13; GPR151 ag: 0.1

How did O=S(=O)(Cc1ccc(Cl)cc1)N1CCN(Cc2ccccc2)CC1 do in these assays?
TEAD-YAP inh: -1; FBW7 act: 0.6; MITF primary: 0; GPR151 ag: 1.2

What do the screens show for `FC(F)(F)c1cc(-c2ccco2)nc(-n2cccn2)n1`?
TEAD-YAP inh: -4; FBW7 act: -0.2; MITF primary: -16; GPR151 ag: 3.1

What do the screens show for `CC(=O)CSc1nnc(-c2cccc(NC(=O)c3ccccc3C)c2)n1C`?
TEAD-YAP inh: 9; FBW7 act: 0.1; MITF primary: 0; GPR151 ag: 1.6

What do the screens show for `COc1ccc(CCNC(=O)c2ccc3c(=O)n(Cc4ccco4)c(=S)[nH]c3c2)cc1OC`?
TEAD-YAP inh: -8; FBW7 act: -0.2; MITF primary: -5; GPR151 ag: -0.6

What do the screens show for `NC(=O)c1ccc(Oc2ccc(-c3ccccc3)cc2)c([N+](=O)[O-])c1`?
TEAD-YAP inh: 8; FBW7 act: -0.2; MITF primary: -4; GPR151 ag: 0.9

How did CCC1CCCCN1C(=O)c1cnn2cccnc12 (stereo not drawn) do in these assays?
TEAD-YAP inh: 3; FBW7 act: -0.1; MITF primary: -15; GPR151 ag: 0.0

How did O=C(NNC(=O)c1cnccn1)c1ccc([N+](=O)[O-])cc1 do in these assays?
TEAD-YAP inh: 1; FBW7 act: -0.4; MITF primary: 9; GPR151 ag: 0.3

How did CCc1ccc(N(C)S(=O)(=O)c2ccc3[nH]cc(C(=O)N4CCCCC4)c(=O)c3c2)cc1 do in these assays?
TEAD-YAP inh: 1; FBW7 act: -0.2; MITF primary: 13; GPR151 ag: 0.4

How did O=C(NCc1noc2ccccc12)Nc1cccnc1Cl do in these assays?
TEAD-YAP inh: 2; FBW7 act: -0.1; MITF primary: 7; GPR151 ag: -0.6

How did CC(=O)CSc1ccccc1C(=O)O do in these assays?
TEAD-YAP inh: 1; FBW7 act: 0.0; MITF primary: 6; GPR151 ag: 3.4

Results for O=C1c2ccccc2C(=O)C1c1ccncc1 ?
TEAD-YAP inh: -12; FBW7 act: -0.1; MITF primary: -2; GPR151 ag: -9.6

Filtered by structure, the entries above containing a Cl atom (six)
Results for O=S(=O)(Cc1ccccc1)c1nnnn1-c1ccccc1Cl ?
TEAD-YAP inh: 16; FBW7 act: 0.6; MITF primary: 6; GPR151 ag: -2.3

Results for O=C(NC1CCCC1)c1cccn2c(=O)c3cc(Cl)ccc3nc12 ?
TEAD-YAP inh: 12; FBW7 act: 0.0; MITF primary: -2; GPR151 ag: 0.0

Results for CCN1CCN(c2c(Cl)cccc2NC(=O)c2ccccc2)CC1 ?
TEAD-YAP inh: 2; FBW7 act: 0.9; MITF primary: 24; GPR151 ag: -0.9

How did CC(C)c1nnc(C2CCN(Cc3ccc(Cl)cc3Cl)CC2)o1 do in these assays?
TEAD-YAP inh: 3; FBW7 act: 0.0; MITF primary: -9; GPR151 ag: 0.9

How did O=S(=O)(Cc1ccc(Cl)cc1)N1CCN(Cc2ccccc2)CC1 do in these assays?
TEAD-YAP inh: -1; FBW7 act: 0.6; MITF primary: 0; GPR151 ag: 1.2

How did O=C(NCc1noc2ccccc12)Nc1cccnc1Cl do in these assays?
TEAD-YAP inh: 2; FBW7 act: -0.1; MITF primary: 7; GPR151 ag: -0.6

Two compounds drawn at random from those above, as already listed:
What do the screens show for `COc1ccc(CCNC(=O)c2ccc3c(=O)n(Cc4ccco4)c(=S)[nH]c3c2)cc1OC`?
TEAD-YAP inh: -8; FBW7 act: -0.2; MITF primary: -5; GPR151 ag: -0.6

How did CCC1CCCCN1C(=O)c1cnn2cccnc12 (stereo not drawn) do in these assays?
TEAD-YAP inh: 3; FBW7 act: -0.1; MITF primary: -15; GPR151 ag: 0.0

From PubChem BioAssay

Hits appear at their usual frequency, and some 3.5% of all compounds hit somewhere here.
